Bioassay records deposited in PubChem BioAssay by Sanford-Burnham Center for Chemical Genomics.
mIAP act – activators of mouse IAP, primary screen, biochemical, luminescence, uHTS. intestinal alkaline phosphatase [Mus musculus]. muIAP, CDP-Star luminescence, 30 min; stronger effect = higher value; 1 = vehicle-only enzyme signal, 0 = enzyme-free wells. activation factor at 10 µM. actives 0.24% (n = 330,000);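 active means activation factor of at least 2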; further: the source names both 10 and 20 µM as test concentration; values of inactives mirror those of a sister screen read the other way
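Assay system: mouse IAP enzyme; Reagent: CDP-Star chemiluminescent phosphatase substrate; Compound: DMSO-dissolved test compounds; Incubation: 30 min, room temperature; Technique: luminescence from enzymatic CDP-Star hydrolysis; Controls: DMSO-only wells and no-enzyme negative control.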
hIAP inh – human IAP inhibitors, primary screen, biochemical, luminescence, uHTS. actives 0.12% (n = 330,000). inhibition, % at 10 µM. purified IAP, CDP-Star luminescence, 30 min. Intestinal-type alkaline phosphatase (Homo sapiens), P09923;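 active means inhibition reaching a set limit with compound at 10 µM in the primary screen, cut at about 35% in these data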;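 further: plate controls were DMSO wells with enzyme for no effect and no-enzyme buffer wells for full effect; values of inactives mirror those of a sister screen read the other way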
Target sequence (P09923 whole entry, looked up): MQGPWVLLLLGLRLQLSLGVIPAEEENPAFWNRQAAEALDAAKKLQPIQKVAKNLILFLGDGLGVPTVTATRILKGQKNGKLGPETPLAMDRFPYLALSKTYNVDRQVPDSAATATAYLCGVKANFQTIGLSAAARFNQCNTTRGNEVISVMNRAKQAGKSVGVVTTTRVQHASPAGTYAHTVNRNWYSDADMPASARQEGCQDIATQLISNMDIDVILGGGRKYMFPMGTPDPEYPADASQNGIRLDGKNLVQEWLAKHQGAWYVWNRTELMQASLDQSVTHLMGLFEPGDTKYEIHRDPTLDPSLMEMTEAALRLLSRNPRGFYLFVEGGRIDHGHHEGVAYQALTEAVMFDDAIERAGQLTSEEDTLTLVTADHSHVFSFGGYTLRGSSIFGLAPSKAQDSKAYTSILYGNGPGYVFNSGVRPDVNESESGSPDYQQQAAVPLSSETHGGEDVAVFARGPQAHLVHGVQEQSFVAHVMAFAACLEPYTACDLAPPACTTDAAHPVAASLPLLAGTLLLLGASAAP
HKDC1 inhibitor – HKDC1 hexokinase inhibitors, primary screen, biochemical, fluorescence, uHTS | Q2TB90 | recombinant HKDC1, G6PDH/diaphorase resazurin coupled fluorescence | inhibition, % at 20 µM | actives 0.16% (n = 340,000);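 active means inhibition above about 35% when tested at 20 µM, limit read from the data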;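 further: plate controls were DMSO wells with enzyme for no effect and DMSO wells lacking enzyme for full effect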
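Test system: HK5 enzyme. Quantity: 5 µg/mL HK5 final. Reagent: glucose and ATP substrates. Schedule: 90 min reaction incubation at room temperature, dark. Technique: resazurin-to-resorufin fluorescence via G6PDH and diaphorase coupling, 525/613 nm. Control set: DMSO wells with and without enzyme mix.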
APOBEC3A inh – APOBEC3A ssDNA deaminase inhibitors, primary screen, selectivity assay for APOBEC3G inhibitor project, biochemical, FAM/TAMRA oligo cleavage fluorescence; actives 0.41% (n = 330,000); DNA dC->dU-editing enzyme APOBEC-3A (Homo sapiens), P31941; inhibition, % at 20 µM; recombinant A3A, FAM/TAMRA ssDNA deamination fluorescence;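 active means at least 40% inhibition at 20 µM here, with at most 30% in a related deaminase screen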;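 further: plate controls were A3A with DMSO for no effect and wells lacking A3A enzyme for full effect; some results filed as inactive read as strong as hits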
Target sequence (P31941 whole entry, looked up): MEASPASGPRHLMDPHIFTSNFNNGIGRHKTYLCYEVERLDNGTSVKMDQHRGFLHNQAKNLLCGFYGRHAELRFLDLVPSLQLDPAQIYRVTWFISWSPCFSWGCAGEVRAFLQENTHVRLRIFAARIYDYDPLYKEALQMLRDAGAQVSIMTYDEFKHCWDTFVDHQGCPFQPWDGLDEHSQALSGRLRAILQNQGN
ATG4B inh – ATG4B protease inhibitors, primary screen, biochemical, fluorescence, uHTS; ATG4B cleavage of LC3-PLA2, NBD-HPC fluorescence, 1 h; inhibition, % at 8.33 µM; actives 0.51% (n = 340,000); in the data active means inhibition above about 40%
PfG6PD inh – PfG6PD enzyme inhibitors, primary screen, biochemical, fluorescence intensity, uHTS; actives 0.78% (n = 350,000); PfGluPho enzyme, NADPH resazurin-diaphorase fluorescence; glucose-6-phosphate dehydrogenase-6-phosphogluconolactonase (Plasmodium falciparum 3D7); inhibition, % at 20 µM;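 active means inhibition reaching at least a set limit at 20 µM in the primary screen, cut at about 59% in these data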;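 further: 0% = DMSO wells with substrate and 100% = DMSO wells lacking glucose-6-phosphate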
hIAP act – human IAP activators, primary screen, biochemical, luminescence, uHTS; actives 0.16% (n = 330,000); activation factor at 10 µM; purified human IAP, CDP-Star luminescence, 30 min; stronger effect = higher value; 1 = vehicle-only enzyme, 0 = enzyme-free background; Intestinal-type alkaline phosphatase (Homo sapiens), P09923;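 active means activation factor of the enzyme at least 2-fold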; further: the source names both 10 and 20 µM as test concentration; values of inactives mirror those of a sister screen read the other way
mIAP inh – inhibitors of mouse IAP, primary screen, biochemical, luminescence, uHTS | actives 0.2% (n = 330,000) | intestinal alkaline phosphatase [Mus musculus] | AID 2806, 2010 | inhibition, % at 10 µM | purified mouse IAP, CDP-Star luminescence, 30 min;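 active means inhibition of at least 40% at 10 µM in the primary screen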;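 further: plate controls were DMSO with enzyme for no effect and no enzyme wells for full effect; values of inactives mirror those of a sister screen read the other way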
* hit, by the source's call; . = no result given.

Values run as follows: mIAP act, hIAP inh, HKDC1 inhibitor, APOBEC3A inh, ATG4B inh, PfG6PD inh, hIAP act, mIAP inh
O=C(CNS(=O)(=O)c1ccc2ccccc2c1)OCc1csc(-c2ccccc2)n1
  0.77, 13, -2, 10, -5, 13, 0.87, 23
Cc1ccc(C(=O)/C=C2\NCCNC2=O)cc1
  0.95, 5, -4, -4, -5, -4, 0.95, 5
O=C(COC(=O)c1ccc(Cl)c(Cl)c1)NC1CCCC1
  0.93, -2, -5, -4, -4, -5, 1, 7
CCc1ccccc1NC(=O)c1cnc2n(c1=O)CCS2
  1, -6, -3, 3, -11, 12, 1.1, -5
CCCCNC(=S)N/N=C/c1cccc(OCC)c1O
  0.95, -44, -7, -1, -1, -33, 1.4, 5
C[C@H]1CN=C(Nc2ccccc2)N1CCCC1CCCC1
  0.91, -17, -4, 0, 4, 3, 1.2, 9
O=C1NC2(CCC3(CC2)OCCO3)NN1c1ccc(Cl)cc1
  0.99, 16, -10, -4, 11, 0, 0.84, 0
COc1cccc(-c2c(C(=O)N/N=C(\C)c3ccc(Cl)s3)nnn2-c2nonc2N)c1
  0.97, -31, 0, -4, -3, -1, 1.3, 3
Fc1ccc(OCCOCCNCC2CCCO2)cc1 (configuration not stated)
  0.99, 0, 2, -3, -15, -10, 1, 1
O=C(Nc1nc(-c2ccccn2)cs1)c1ccc(-c2ccccc2F)o1
  0.98, -45, -24, 2, -37, 1, 1.4, 2
N=c1sccn1CC(=O)NCCc1ccc(Cl)cc1
  1.1, -10, 0, -8, -8, 10, 1.1, -14
O=C(CCNC(=O)N1CCn2c1nc1ccccc12)NCc1ccc(F)cc1
  0.97, 13, -1, 0, -5, -4, 0.87, 3
O=C(O)c1ccc(CSc2nnc(-c3ccccc3)n2-c2ccccc2)cc1
  0.98, 0, -1, -3, 0, -19, 1, 2
NC(=S)N/N=C/c1ccc(-c2cc(Cl)ccc2Cl)o1
  0.74, 1, 3, -4, 16, 16, 0.99, 26
COc1cc(OC)cc(C(=O)Nc2ccc3c(c2)COC3=O)c1
  1, 9, -12, 0, 1, 10, 0.91, 0

Remaining list, next part.
Values run as follows: mIAP act, hIAP inh, HKDC1 inhibitor, APOBEC3A inh, ATG4B inh, PfG6PD inh, hIAP act, mIAP inh
CCN(CC)CCCNC(=O)c1cn(CC(C)C)c(=O)c2c1c1ccccc1n2C
  0.9, -21, -1, 2, -3, -2, 1.2, 10
CCCN(CCC)Cc1c(C(=O)OCC)nnn1-c1nonc1N
  0.99, -20, -3, -3, 4, -3, 1.2, 1
O=C(CCC1CC(=O)Nc2ccccc21)NCc1ccccc1 (configuration not stated)
  1.1, 9, -5, -3, 0, -7, 0.91, -7
CCc1ccc(Nc2nnc(SCC(=O)NCCN3C(=O)CSC3=O)s2)cc1
  0.96, -9, -7, 7, 3, 16, 1.1, 4
S=c1nccc(-c2ccc3c(c2)CCO3)[nH]1
  0.92, 0, 1, -6, -13, 52, 0.99, 8
COc1ccc(C(=O)/C(=C\c2ccco2)N2C=CC=CC2=C(C#N)C#N)cc1
  0.94, 0, 11, -2, 4, 42, 1, 6
COc1ccc2cc(C(=O)C3CCCN(C(=O)CCc4ccccn4)C3)ccc2c1 (configuration not stated)
  0.93, -12, 6, -5, 0, 8, 1.1, 7
COc1ccccc1N(CC(=O)NCC1CCCO1)C(=O)CNS(=O)(=O)c1ccccc1 (configuration not stated)
  0.97, 2, -2, 3, -9, 11, 0.98, 3
COc1ccc(N2CC(C(=O)Nc3cccc(S(=O)(=O)N4CCCC4)c3)CC2=O)c(OC)c1 (configuration not stated)
  0.97, 9, -5, 4, 1, -1, 0.91, 3
Cc1nc2ccc(S(=O)(=O)NC(C(=O)NCc3cccs3)C(C)C)cc2s1 (configuration not stated)
  1.1, 4, -1, 3, -9, 31, 0.96, -6
O=S(=O)(N1CCOCC1)N1CCCN(S(=O)(=O)N2CCOCC2)CC1
  0.91, 1, -1, -3, -4, -11, 0.99, 9
CC(=O)c1ccc(OC(=O)COc2ccccc2)cc1
  1.2, -8, -6, -2, 2, 30, 1.1, -16
CC(=O)N/C(=C\c1ccccc1)C(=O)NCc1ccc2c(c1)OCO2
  1.1, 10, -10, 3, 5, 13, 0.9, -8
COc1ccc(NC(=O)C(c2ccc(OC)cc2)N(C)C(=O)c2cnccn2)cc1 (configuration not stated)
  0.95, 9, 6, -3, -6, -17, 0.91, 5
CCOc1ccccc1NC(=O)CN1C(=O)NC(Cc2c[nH]c3ccccc23)C1=O (configuration not stated)
  1.1, 5, 0, -5, -47, 0, 0.95, -9

Further results.
mol	mIAP act	hIAP inh	HKDC1 inhibitor	APOBEC3A inh	ATG4B inh	PfG6PD inh	hIAP act	mIAP inh
COc1ccc(/C=N\N2CCN(Cc3ccccc3Cl)CC2)cc1	1	-9	5	-3	3	8	1.1	-4
CC(C)OC(=O)c1ccc(NC(=S)NC(=O)c2cncc(Br)c2)cc1	0.82	13	-2	-5	6	-4	0.87	18
CCN(CC)C(=O)Cn1cc(S(=O)(=O)CC(=O)Nc2ccc(F)cc2)c2ccccc21	0.97	13	0	-2	5	-4	0.87	3
COc1ccc(CCN2C(=O)C3C4CC(C5C(C(N)=O)=NOC45)C3C2=O)cc1OC (configuration not stated)	1.1	10	3	5	11	-19	0.9	-8
CC(C)Oc1ccc(C(=O)/C(=C\c2cccs2)c2nc3ccccc3o2)cc1	0.9	-12	-4	-1	17	7	1.1	10
Cc1ccc(-c2c(C#N)c(N)n(-c3ccc(C)cc3)c(=O)c2C#N)cc1	1	6	1	-2	-2	21	0.94	-4
CCOC(=O)C1CCCn2c1nc1sc3c(c1c2=O)CCCC3 (configuration not stated)	1.1	-6	-5	1	1	14	1.1	-9
CC(NCc1ccc(F)cc1)C(=O)Nc1cc(S(=O)(=O)N2CCCCC2)ccc1Cl (configuration not stated)	0.99	1	0	-2	4	5	0.99	1
CCN(Cc1ccccc1)S(=O)(=O)c1c(C)n(C)c(=O)n(C)c1=O	0.92	1	0	0	-11	-5	0.99	8
CCN(CC)C(=O)c1sc(NC(=O)Cc2cccs2)c(C#N)c1C	1	7	-12	-3	11	12	0.93	0
N#CCC1c2ccccc2CCN1C(=O)Nc1cccc(C(F)(F)F)c1 (configuration not stated)	1.1	-7	-6	2	-3	17	1.1	-14
CC(=O)c1ccc(NC(=O)N2CCN(c3ccc(C)cc3)C(C)C2)cc1 (configuration not stated)	1.2	-12	-3	-3	-14	10	1.1	-16
O=C(N/N=C/c1ccc(OC(F)F)cc1)C1=COCCO1	1	-8	-11	-1	0	12	1.1	-5
O=C(COC(=O)c1ccc(S(=O)(=O)N2CCCC2)cc1)NCc1ccc(Cl)cc1	1	-16	-2	-2	4	-20	1.2	0
Cc1nc2c(oc3ccc(Cl)cc32)c(=O)[nH]1	1	0	-5	-3	-3	-10	1	-4

Going on with the list:
mol	mIAP act	hIAP inh	HKDC1 inhibitor	APOBEC3A inh	ATG4B inh	PfG6PD inh	hIAP act	mIAP inh
Cc1c(C(=O)O)c2cc(O)ccc2n1-c1ccccc1	1	7	-2	2	-11	5	0.93	-4
Cc1ccc(-n2nc(C)cc2Nc2ncc(Cl)cc2Cl)cc1	0.92	-3	-2	-1	-4	-4	1	8
O=C(CS(=O)(=O)c1cn(CC(=O)N2CCCC2)c2ccccc12)Nc1ccccc1	0.93	-5	-2	-1	-4	8	1.1	7
CN(C)c1ccc(/C=C/c2cc[n+]([O-])cc2)cc1	0.98	6	.	-12	.	.	0.94	2
COc1ccc(NC(C)=O)c2nc(C)c(C)nc12	0.99	23	5	2	0	-12	0.77	1
CN(C)c1ccc(/C=N/NC(=O)CNC(=O)c2ccncc2)cc1	0.92	5	-8	-5	6	-6	0.95	8
COc1cccc(NC(=S)Nc2ccc(O)cc2)c1	0.91	6	11	1	-4	41	0.94	9
O=C(COC(=O)c1ccc(F)cc1)NCC1CCCCC1	1.1	13	4	2	-9	15	0.87	-9
Cc1nn(C)cc1CNC(=O)CCC(=O)O	0.98	6	9	-3	-1	-3	0.94	2
O=C(COC(=O)[C@@H]1CCCN1S(=O)(=O)c1ccc(Cl)cc1)NC1CC1	0.97	-10	-3	-4	-6	1	1.1	3

Not a hit list; overall some 2.4% were active at least once.
